Eya2 inh – Eya2 (human) phosphatase inhibition; O00167; hit rate 0.006% among 330,000; recombinant Eya2, OMFP fluorescence dephosphorylation (OMFP is methylfluorescein phosphate); Potency, µM (titrated, usually from 76.9 µM), without a hit: at the highest dose activity, negative = inhibition, actives largely listed as inhibitors; further: potency means the concentration at half of the fitted maximal effect; on the % scale 0 is the no-effect control and ±100 the full control effect
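Eya2 (0.2 uM) preincubated 10 min at ambient with compound, then OMFP substrate added at 50 uM; 10 min reaction in 50 mM HEPES pH 7.5, 50 mM NaCl, 5 uM MgCl2, 0.05% BSA, 1 mM DTT. Fluorescence read at Ex 485/Em 525 nm.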
Mito fusion act – blocks mitochondrial division or promotes mitochondrial fusion; S. cerevisiae fusion-defective mutant growth rescue, CellTiterGlo 48 h; Potency, µM (series often up to 46.1 µM), for inactives: at the highest dose growth rescue (activation), actives largely listed as activators; hit rate 0.23% among 320,000; AID 485298;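 further: potency means the concentration at half of the fitted maximal effect; % of control where 0% means no effect; nearly all actives have a fitted effect of over 45% in size; temperature-sensitive fusion mutants such as fzo1-1 at 37 °C on non-fermentable ethanol glycerol medium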
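Temperature-sensitive fusion-defective S. cerevisiae (e.g. fzo1-1, mgm1-5) were grown with compound in YPEG medium (3% ethanol, 3% glycerol) for 48 hours at 37C. Growth rescue was measured as viability by CellTiterGlo luminescence after 10 minutes at ambient.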
ELG1 DNA repair – blocks ELG1-dependent DNA repair in HEK293T cells. hit rate 2.3% among 330,000. Potency, µM (titrated, usually from 46.1 µM), without a hit: top-dose activity change, negative = inhibition, hits mostly inhibitors. HEK293T ELG1-luciferase reporter, luminescence, 16 h; DNA damage induced by 5-fluorouridine; further: potency means the concentration at half of the fitted maximal effect; on the % scale 0 is the no-effect control and ±100 the full control effect; nearly all actives have a fitted effect of over 55% in size
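DMSO vehicle served as the neutral condition. Each well held 2,000 cells given 5-fluorouridine plus compound; after 16 hr at 37 °C/5% CO2, ONE-Glo was added and luciferase measured 30 min later.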
AT treatment – potential ataxia-telangiectasia treatment; […] A-T fibroblasts, KAP-1 phosphorylation AlphaLISA; neocarzinostatin DNA damage 30 min before lysis; Potency, µM (series often up to 57.5 µM), without a hit: at the top dose activation, hits mostly activators; hit rate 0.19% among 320,000; further: potency means the concentration at half of the fitted maximal effect; % of control where 0% means no effect; nearly all actives have a fitted effect of over 45% in size
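ATM-like activity read as KAP-1 phosphorylation via AlphaLISA donor/acceptor antibody pairs after lysis and 6 hr at 25C. Cells were ATM-null patient fibroblasts ([…], hTERT), dosed 60 min, then exposed to the DSB inducer NCS for 30 min.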
KCNH2 WT inh – blocks the wildtype human KCNH2 potassium channel; Q12809; U2OS, BacMam KCNH2, thallium flux FluxOr; active compounds read low; activity change, % at 1.84 µM; hit rate 0.37% among 340,000; AID 720551;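 active means maximum activity change below -70%; inconclusive means maximum activity change between -70% and -50%; inactive means maximum activity change above -50%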; further: on the % scale 0 is the no-effect control and ±100 the full control effect
Target sequence (Q12809 whole entry, looked up): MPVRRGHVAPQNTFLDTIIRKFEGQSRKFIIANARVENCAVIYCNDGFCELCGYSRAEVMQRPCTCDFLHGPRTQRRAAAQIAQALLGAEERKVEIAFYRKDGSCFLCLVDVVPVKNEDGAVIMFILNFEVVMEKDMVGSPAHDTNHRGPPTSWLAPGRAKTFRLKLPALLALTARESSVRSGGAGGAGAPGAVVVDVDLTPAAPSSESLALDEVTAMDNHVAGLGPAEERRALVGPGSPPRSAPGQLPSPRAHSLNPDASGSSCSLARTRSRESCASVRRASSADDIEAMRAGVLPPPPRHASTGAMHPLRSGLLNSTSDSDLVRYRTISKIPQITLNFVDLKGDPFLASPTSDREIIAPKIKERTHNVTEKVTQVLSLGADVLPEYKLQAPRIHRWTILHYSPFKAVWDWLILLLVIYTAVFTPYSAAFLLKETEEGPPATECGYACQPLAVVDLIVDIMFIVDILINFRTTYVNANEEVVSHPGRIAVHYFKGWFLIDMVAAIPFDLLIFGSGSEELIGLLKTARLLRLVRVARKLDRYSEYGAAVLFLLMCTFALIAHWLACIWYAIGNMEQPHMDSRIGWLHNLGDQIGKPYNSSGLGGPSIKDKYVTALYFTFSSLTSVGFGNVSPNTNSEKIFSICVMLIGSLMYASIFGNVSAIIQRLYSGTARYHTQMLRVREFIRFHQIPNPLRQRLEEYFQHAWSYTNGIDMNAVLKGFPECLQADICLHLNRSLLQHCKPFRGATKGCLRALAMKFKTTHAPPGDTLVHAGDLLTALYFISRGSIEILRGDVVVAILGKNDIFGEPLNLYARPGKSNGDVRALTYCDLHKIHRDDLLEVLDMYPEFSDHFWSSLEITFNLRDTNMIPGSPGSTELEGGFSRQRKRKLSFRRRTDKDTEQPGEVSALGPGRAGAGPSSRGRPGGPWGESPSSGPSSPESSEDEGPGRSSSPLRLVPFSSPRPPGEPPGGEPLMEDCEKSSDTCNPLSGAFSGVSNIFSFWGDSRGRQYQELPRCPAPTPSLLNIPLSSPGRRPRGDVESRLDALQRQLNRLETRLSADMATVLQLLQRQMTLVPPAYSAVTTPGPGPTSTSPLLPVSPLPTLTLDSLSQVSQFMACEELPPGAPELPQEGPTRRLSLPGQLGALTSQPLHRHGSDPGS
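U2OS cells were transduced with wild-type KCNH2 virus (2.03 x 10^8 / mL) for 4 h at room temperature, then cultured overnight at 37 C. Thallium flux was read with FluxOr dye. Rate constants were normalized to DMSO controls.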
TRPV1 agonist – human TRPV1 agonism; TRPV1-expressing cells, Fluo-8 calcium influx, agonist mode; activation, % at 8.33 µM; hit rate 0.19% among 320,000; AID 540275; in the data active means activation above about 80%; inconclusive means between about 30% and that limit; further: 0% is about no effect
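Cells expressing TRPV1 were dye-loaded with Fluo-8 and read kinetically: 10 s baseline, 3 min after compound (agonist portion), then 2 min after EC20 capsaicin (allosteric enhancer portion). Calcium-bound dye fluorescence at 480/520 nm.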
KCNH2 3.1 block – KCNH2 3.1 (human) potassium channel inhibition. U2OS KCNH2 3.1, thallium flux FluxOr; active compounds read low. activity change, % (tested at about 1.8 µM). hit rate 0.95% among 340,000;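 active means maximum activity change below -70%; inconclusive means maximum activity change from -70% to -50%; inactive means maximum activity change above -50%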;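 further: thallium influx rate constant from kinetic fluorescence after stimulation buffer; on the % scale 0 is the no-effect control and ±100 the full control effect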
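Thallium flux read-out: FluxOr dye with Red40 quencher in HBSS/HEPES, 45 min at RT. Rate constants from kinetic reads were normalized to positive and negative DMSO controls. Cells: U2OS virally expressing the 3.1 isoform.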
TCR act – activators of T cell receptors; primary human leukocytes, anti-CD3, IL-2 HTRF, 48 h; Potency, µM (top dose mostly 9.22 µM), for inactives: top-dose activation of IL-2 secretion, usual class: activators; 330,000 tested, under 10 active; further: % of control where 0% means no effect
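48 hr co-incubation of compounds, a-CD3 beads and primary human leukocytes; IL-2 quantified homogeneously by HTRF with anti-IL-2 K and d2 conjugates.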
USP2a inh – inhibitors of human ubiquitin-specific protease USP2a; O75604; USP2 core, Ub-CHOP2 coupled fluorogenic reporter, 485/531; Potency, µM (series often up to 38.3 µM), for the others: at the highest dose activity change, negative = inhibition, hits mostly inhibitors; hit rate 0.01% among 330,000;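 further: potency means the concentration at half of the fitted maximal effect; plate controls were DMSO wells for no effect and full inhibition by NEM control for full effect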
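USP2 core (10nM final) preincubated 30min RT with compound in 20mM Tris-HCl pH 8.0, 2mM CaCl2, 2mM beta-mercaptoethanol, 0.05% CHAPS; 25nM Ub-CHOP2 plus 25nM reporter substrate added, fluorescence (Ex485/Em531) read after 60min.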
TSHR antagonist – blocks TSH signaling through the human TSH receptor | hit rate 0.2% among 330,000 | TSHR-expressing cells, TSH-stimulated cAMP HTRF, 2 h; active compounds read low | P16473 | activity change, negative = inhibition, % at 11.5 µM;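 active means activity change below a set negative limit, meaning inhibition stronger than a set level, cut at about -70% in these data; inconclusive means activity change between two set negative limits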; further: on the % scale 0 is the no-effect control and ±100 the full control effect
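TSHR-expressing cells were treated with compounds, then stimulated with TSH at EC80 (4nM final) for 2 hours at 37 deg C. Cellular cAMP was measured by HTRF competition between lysate cAMP and cAMP-d2 for a cryptate-labelled anti-cAMP antibody.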
* hit, by the source's call; i = inactive; ? = inconclusive; . = not tested or not shown; [ ] = another dose, or the depositor's remark. Unless noted, the call rests on the fitted dose curve; in most records, active means well fitted curve in the direction sought with a large enough effect; inconclusive means small, poorly fitted or top-dose-only effect, or another doubt; inactive means no such curve, though single readings can be large; an effect the other way counts as inactive or inconclusive. An excerpt; the hit share may differ from the screen's.

Every second line gives: Eya2 inh	Mito fusion act	ELG1 DNA repair	AT treatment	KCNH2 WT inh	TRPV1 agonist	KCNH2 3.1 block	TCR act	USP2a inh	TSHR antagonist
> CN(C)c1ccc(C(=O)Nc2cc(C(F)(F)F)ccc2-n2cncn2)cc1
  3%	0%	6%	-13%	2	3	-4	-4%	-1%	19
> COC(C)(C)[C@@H](O)COc1c2ccoc2cc2oc(=O)ccc12
  3%	-5%	3%	-1%	9	2	-10	7%	0%	3
> Cc1ccc(S(=O)(=O)N2CCC(C(=O)NCC3CC3)CC2)cc1
  3%	-2%	10%	1%	8	1	-3	1%	0%	-6
> CN(C)c1ccc(S(=O)(=O)NCC(=O)OCC(=O)NC(=O)C2CCCCC2)cc1[N+](=O)[O-]
  -14%	-1%	15%	-5%	-2	1	-1	4%	1%	-31
> CC1(C(=O)N2CCN(C(=O)c3ccco3)CC2)CC1(Br)Br (configuration not stated)
  6%	3%	10%	0%	-6	-8	-2	-1%	-2%	8
> CN1C(=O)C(c2nnc(Nc3cccc4ccccc34)s2)C2CC1(C)Oc1ccccc12 (configuration not stated)
  -2%	?	?	-3%	-6	15	-32	0%	-11%	23
> C=C(C)COc1ccc(-c2nc(N)ncc2-c2ccc(Br)cc2)c(O)c1
  -6%	-35%[inhibitor]	6%	2%	2	5	19	-2%	-2%	-10
> Cc1nnc(SC/C=C/c2ccccc2)n(N)c1=O
  9%	-5%	12%	10%	9	8	11	.	8%	9
> Nc1c(C(=O)O)sc2nc(-c3ccccc3)cc(-c3ccc(Cl)cc3)c12
  0%	6%	?	-1%	-2	1	-2	-1%	-1%	-16
> CN(CC(=O)Nc1ccccc1Cl)C(=O)C1CCN(C(=O)c2ccc(Cl)cc2)CC1
  -1%	3%	-7%	28%	-3	-2	2	-7%	0%	7
> Cc1cc(Br)ccc1NC(=O)CN(C)C(=O)CCSc1ccc(F)cc1
  14%	3%	-15%	-3%	-10	-3	1	-18%	-2%	0
> Cc1nn(C(=O)N2CCOCC2)c(C)c1C
  9%	-2%	5%	-3%	23	-1	4	-4%[46.1 µM]	5%	27
> Cc1ccccc1OCCCC(=O)Nc1ccc(S(=O)(=O)Nc2onc(C)c2C)cc1
  4%	7%	21%	14%	7	7	-5	-3%	-4%	8
> CC(=O)Nc1ccc(OCC(O)CN2CCN(c3ccc(C)c(Cl)c3)CC2)cc1 (configuration not stated)
  -10%	-1%	?	1%	30	-1	-7	5%	-2%	5
> CCCCOC(=O)c1nc(Cl)c(Cl)c(N)c1Cl
  0%	10%	29%	-2%	9	-1	-6	-9%[46.1 µM]	0%	-9
> Cc1nn(-c2ccccc2)c(C)c1/C=N/n1c(-c2ccccc2Br)n[nH]c1=S
  -4%	?	?	4%	-2	21	23	1%	-10%	-19
> Cc1ccc2c(c1)N(CC(=O)O)C(=O)CO2
  10%	-4%	-5%	-10%	4	1	1	-1%	0%	3
> CN1CCN(NC(=S)Nc2ccc(Oc3ccccc3)cc2)CC1
  15%	-1%	?	5%	i	19	-23	8%	1%	16
> Cc1ccc(NS(=O)(=O)c2ccc(OCC(=O)N3CCOCC3)cc2)cc1
  14%	0%	-16%	-1%	-10	1	0	0%	3%	3
> COc1ccccc1-c1nnc(SC(C)C(=O)N2CCOCC2)o1 (configuration not stated)
  -7%	3%	?	-15%	-10	16	-1	4%	0%	-1
> CC(C)C(NC(=O)C(C)N1C(=O)c2ccccc2C1=O)c1ccccc1 (configuration not stated)
  3%	-2%	0%	-17%	5	2	-15	-1%	1%	-1
> CCOC(=O)C1=C(O)C(=O)N(c2ccc(S(N)(=O)=O)cc2)C1c1ccc(OC)cc1OC (configuration not stated)
  -6%	-2%	-8%	8%	3	2	4	-1%	0%	-1
> CCOC(=O)c1c(NC(=O)c2cccs2)sc(C)c1CC
  -12%	28%	8%	24%	6	12	-9	-5%	3%	-22
> Cc1cnc([N+](=O)[O-])n1CCOC(=O)NC(=O)c1c(F)cccc1F
  -21%	8%	-13%	-1%	-1	1	29	0%	1%	4
> COc1ccccc1C(=O)N=Nc1c(O)[nH]c2ccc([N+](=O)[O-])cc12
  -13%	-5%	-16%	3%	.	1	6	2%	-1%	24
> COc1ccc(-n2nc(C(=O)NCC(=O)N3CCCC3)c3ccccc3c2=O)c(OC)c1
  -4%	0%	23%	-1%	0	5	-25	-6%	-1%	0
> Cc1ccc(-n2c(C)c3c(C)nnc(C)c3c2C)cc1C
  5%	2%	-11%	-1%	-10	0	-20	9%	-5%	-2
> Oc1c(Br)cc(Br)cc1C=NCc1ccc(F)cc1
  -4%	4%	-26%	3%	-10	3	6	-1%	-1%	15
> CSc1ccccc1NC(=O)COC(=O)/C=C/c1ccco1
  2%	.	-5%	8%	-2	.	14	-1%	1%	-15
> Cc1ccc(S(=O)(=O)N2CCN(c3ccc4nnc(-c5ccccc5)n4n3)CC2)cc1
  12%	-1%	-18%	-4%	7	1	?	-1%	-1%	-16
> CCc1nc(SCC(=O)N2CCN(c3ccccc3)CC2)c2oc3ccccc3c2n1
  8%	5%	?	-6%	5	23	-21	-21%	0%	1
> Cn1c(N)c(S(=O)(=O)N2CCCC2)c(=O)n(C)c1=O
  -2%	2%	5%	4%	7	3	-7	-9%	0%	8
> CC1(C)CC[C@]2(C(=O)O)[C@H](O)C[C@]3(C)C(=CCC4[C@@]5(C)C[C@H](O)[C@H](O)[C@@](C)(CO)C5CC[C@]43C)[C@@H]2C1 (some centres not stated)
  2%	0%	10%	8%	4	11	8	-5%	0%	-18
> S=C(NCCCN1CCOCC1)N1CCN(c2cccc(Cl)c2)CC1
  18%	-14%	-12%	-6%	30	4	-18	13%	1%	-2
> Cc1ccc([N+](=O)[O-])cc1NC(=O)CN1CCCCC1
  -4%	-2%	6%	-6%	-1	1	2	-1%	0%	4
> COCCn1c(C)cc(C(=O)COC(=O)CCS(=O)(=O)c2ccc(C)cc2)c1C
  -28%	-4%	?	-1%	-1	0	-9	2%	-1%	-3
> CN(C(=O)CSC1=NCCS1)c1ccccc1
  -19%	-2%	-3%	.	5	-4	4	1%	0%	-10
> Cc1ccc(Cn2cc(/C=N/NC(=O)Cc3nnc(NC(=O)c4ccc(C)cc4)s3)c3ccccc32)cc1
  2%	-1%	-1%	-3%	-6	1	2	-3%	14%	11
> Cc1ccnc(NS(=O)(=O)c2ccc(NC(=O)CN3C(=O)c4ccccc4S3(=O)=O)cc2)n1
  -16%	-9%	27%	-5%	0	-1	6	8%	0%	15
> COc1ccc(OC)c(-c2csc(NC(=O)c3ccc(F)cc3)n2)c1
  -6%	-9%	?	10%	-15	0	-5	2%	1%	?
> CCCOc1ccc(N2C(=O)CC(N(CCc3ccc(OC)c(OC)c3)C(=S)Nc3ccccc3)C2=O)cc1 (configuration not stated)
  0%	0%	16µM*	23%	-6	-9	-2	-4%[46.1 µM]	-17%	21
> CCOc1ccc(NC(=O)C[n+]2ccccc2)cc1
  -3%	-1%	?	-7%	4	1	26	-4%[46.1 µM]	2%	19
> CCc1ccc(NC(=O)COC(=O)c2cccs2)cc1
  0%	-12%	5%	5%	6	7	10	-4%	1%	-5
> Cc1ccc(C)c(N=Cc2cc3c(cc2[N+](=O)[O-])OCO3)c1
  12%	16%	4%	1%	-2	1	1	-1%	-6%	-10
> CCCNC(=O)c1nn2c(C(F)(F)F)cc(-c3ccccc3)nc2c1Br
  -25%	-1%	-12%	3%	9	-1	4	1%	-1%	-2
> CC(C)CCOC(=O)/C(=C/c1ccco1)NC(=O)/C=C/c1ccccc1
  -1%	-1%	?	10%	0	?	-1	2%	1%	-5
> O=C(CNC1CCCCC1)Nc1ccc(Cl)cc1
  -6%	-7%	-4%	-7%	11	?	-4	4%	1%	-5
> CN(C)c1nc(N(C)C)n(C(=O)c2cccs2)n1
  6%	10%	7%	-2%	-1	4	-14	3%	2%	5
> Cc1nc2ccc(C(=O)Nc3ccc4nc[nH]c4c3)cc2[nH]1
  6%	-2%	-6%	0%	3	-1	2	.	3%	-42
> Cc1cc([N+](=O)[O-])ccc1NC(=O)C1CCCO1 (configuration not stated)
  -15%	6%	?	0%	4	-5	12	-1%[46.1 µM]	-4%	7
> Cc1cccc(C(=O)NCCC(=O)Nc2ccc(C#N)cc2)c1
  -3%	-5%	-1%	3%	4	-1	7	-4%	-2%	-6
> COc1ccc(C2=NOC(C(=O)NCCCN3CCOCC3)C2)cc1 (configuration not stated)
  1%	3%	9%	10%	-3	-15	4	-1%	-1%	-2

High-throughput results: PubChem, National Center for Advancing Translational Sciences (NCATS)
